# High-throughput results deposited in PubChem by Fisher Drug Discovery Resource Center.
# NPYLR7 ag = activates Aedes aegypti NPYLR7 receptor. HEK293T NPYLR7/Galpha15, GCaMP6s calcium fluorescence. activation, % at 10 µM. 0.15% of 270,000 active. AID 1259423; in the data active = activation above about 40%;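 note: 0% = vehicle and 100% = reference agonist at the receptor; some compounds past the cut are filed as inactive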
# mcGAS lum = inhibitors of mouse cGAS; Q8C6L5; recombinant cGAS, Kinase-Glo ATP depletion luminescence; inhibition, % at 12.5 µM; 0.15% of 160,000 active; AID 1259399;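 note: 0% = negative control wells and 100% = reference inhibitor with no enzyme activity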
# hcGAS lum = inhibitors of human cGAS; recombinant h-cGAS, ATP depletion, Kinase-Glo luminescence; Q8N884; inhibition, % at 12.5 µM; 0.081% of 290,000 active; AID 1259398;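 note: 0% = vehicle reaction and 100% = reaction without DNA for no activity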
# Target sequence (Q8N884 whole entry, looked up): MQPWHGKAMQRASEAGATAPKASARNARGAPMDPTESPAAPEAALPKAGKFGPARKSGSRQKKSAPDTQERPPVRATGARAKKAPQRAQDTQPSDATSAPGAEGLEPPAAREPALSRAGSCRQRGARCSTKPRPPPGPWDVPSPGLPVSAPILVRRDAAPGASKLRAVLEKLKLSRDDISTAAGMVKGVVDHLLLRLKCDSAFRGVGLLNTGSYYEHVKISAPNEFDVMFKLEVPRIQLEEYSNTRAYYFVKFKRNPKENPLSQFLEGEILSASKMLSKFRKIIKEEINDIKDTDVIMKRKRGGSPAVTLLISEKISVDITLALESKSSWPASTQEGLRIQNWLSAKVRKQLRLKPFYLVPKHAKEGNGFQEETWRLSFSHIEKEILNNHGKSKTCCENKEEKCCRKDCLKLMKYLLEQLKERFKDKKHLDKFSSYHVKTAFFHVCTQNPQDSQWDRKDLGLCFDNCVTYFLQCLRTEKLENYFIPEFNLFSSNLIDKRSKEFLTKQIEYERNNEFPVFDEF
# The depositor's hits bear a star; . = not tested or not shown; & = joins results of further samples. Cut-off read from the data, not from the text of the source, unless noted: active = inhibition above about 40%; inactive = the rest.
SMILES,NPYLR7 ag,mcGAS lum,hcGAS lum
CC(C)Nc1ccc(C(=O)N[C@@H](C)[C@H](O)c2ccccc2)cn1,-9,-5,-10
O=C(CC1CC2CCC1C2)NCc1ccccc1N1CCOCC1 (centres undefined),8,.,-3
Cc1cc([N+](=O)[O-])nn1CC(=O)Nc1ccccc1C(F)(F)F,-2,-7,-6
COC(=O)NC1(C(F)(F)F)Oc2ccc(Cl)cc2O1 (centres undefined),2,-6,-12
COc1ccc(OC2CCN(C(C)=O)CC2)c(C(=O)NCc2cccs2)c1,16,-14,-11
Cc1ccc(Cl)c(NC(=O)c2cccc(CN3CC[C@H](O)C3)c2)c1,-3,.,-1
O=S1(=O)CCC(Nc2nc(-c3ccsc3)nc3ccccc23)C1 (centres undefined),-4,.,8
COc1ccc(S(=O)(=O)Nc2cccc(-c3ccc(N4CCCCCC4)nn3)c2)c(OC)c1,7,-6,-4
CCOC(=O)C(c1cc(OC)ccc1OC)C1C=CC(NC(=O)/C=C/c2cccc(C(F)(F)F)c2)C1 (centres undefined),4,-5,-4
CCN(CC)S(=O)(=O)c1ccc(-c2nc(C#N)c(NCc3cccnc3)o2)cc1,-1,-9,-6
O=C(Nc1cccnc1)C1CCN(c2ccc(-c3ccccc3)nn2)CC1,-3,-7,-4
Cc1nc(C(F)(F)F)ccc1C(=O)N1CCCCCC1(C)C(=O)NCC(C)C (centres undefined),1,16,-11
CCN(CC)CCNc1nc2ccc(Cl)cc2s1,4,.,-3
O=C(NC1=NCCS1)c1cc(-c2cccs2)nn1-c1ccccc1,4,.,-4
CCc1nc2ccc(C(=O)NCCNC(C)=O)cn2c1N(C)Cc1ccc(OC)cc1,-2,-3,-6
COc1cc(=O)n(-c2ccccc2)nc1C(=O)N1CCCC1,3,.,-7
Cc1ccc(F)c(Oc2cc(N3CCN(C(=O)c4ccc(F)cc4)C(C)C3)ncn2)c1 (centres undefined),13,-6,-5
CCn1c(=O)c2c(nc3n(-c4ccc(C(F)(F)F)cc4)c(C)c(C)n23)n(C)c1=O,2,.,-7
CN1C(=O)C(=CC=Cc2c3oc4ccccc4cc-3c3ccccc23)C(=O)N(C)C1=O,-4,.,-5
CCc1[nH]n(-c2ccc(Cl)cc2)c(=O)c1C1=C([n+]2cccc(C)c2)C(=O)N(c2ccc(OC)cc2)C1=O,14,-10,-12
Cc1ccc(C)c(NC(=O)Cc2n[nH]c(=O)c3ccccc23)c1,7,-2,3
COC(=O)C1C(=O)CSC1=Nc1ccccc1Cl (centres undefined),-3,.,-4
Cc1c(C(=O)OCc2ccccc2F)nnn1-c1ccccc1,-4,-9,-4
Cc1ccc(N2CCn3c2nc2c3c(=O)n(CCCO)c(=O)n2C)cc1C,.,-7,-9
COc1ccccc1CN1CCC(CN(CC(C)C)C(=O)Cc2[nH]nc3ccccc23)CC1,18,.,-6
CCOC(=O)[C@H]1C[C@]2(CCCCN(CCO)C2=O)N(C(=O)c2cccc(C#N)c2)[C@H]1c1ccco1,5,-6,4
CCOC(=O)CSc1nc2c(c(=O)n1-c1ccc(OC(F)(F)F)cc1)SCC2,-3,-7,-6
Cc1cc(=O)[nH]c2nnc(SCC(=O)N3CC(C)OC(C)C3)n12 (centres undefined),-11,-8,-4
N#CC(C#N)=C1C=C(c2cccs2)Oc2ccccc21,1,.,-9
COc1ccc(NCc2nn3cc(-c4ccc(OC)c(OC)c4)c4c3n2CCCC4)c(OC)c1,1,.,-14
CCn1ncc(C(=O)N(C)CCc2nc3ccc(OC)cc3[nH]2)c1C,-2,.,5
Cc1ccc(-c2nnc(CN(C)c3ccccc3)o2)cc1,18,-17,-6
O=C(c1ccc(Cl)nc1)N1CCC(c2nc(-c3cccnc3)no2)CC1,6,-6,-3
COc1cccc(C(=O)N2CCN(c3cc(Oc4ccc(F)c(F)c4)ncn3)CC2C)c1 (centres undefined),3,-3,-5
CSc1nc(NC2CCCC2)c([N+](=O)[O-])c(NC2CCCC2)n1,22,.,-4
CCN(CC)c1ccc(CN)cc1F,13,.,-12
OCC1(CCOc2ccccc2)CCN(Cc2ccncc2)CC1,10,-5,-5
CN1CCCN(c2nc(C(F)(F)F)nc3cc4c(cc23)OCO4)CC1,4,.,-5
CC(C)(C)OC(=O)N1CCc2nnc(C3CCNC3)n2CC1 (centres undefined),.,-4,-13
c1ccc(CSc2nncn3c2cc2occc23)nc1,1,.,6
COc1ccc(C(=O)N2CCC(CCC(=O)NC3CCN(Cc4ccccc4)C3)CC2)cc1 (centres undefined),4,.,-8
O=C(NC(c1ccccc1)c1ccc2ccccc2n1)C1CCN(Cc2ccc(Oc3ccccc3)cc2)CC1 (centres undefined),13,-3,-8
CN(Cc1cccc(C(=O)Nc2cccc(F)c2F)c1)CC1CCCO1 (centres undefined),4,-16,-1
COC(=O)[C@H]1C[C@@H](O)CCN1S(=O)(=O)c1ccc(F)cc1F,-4,-12,-4
Cc1ncc(C)c(N2CC[C@@H](c3ccc4ccccc4c3)[C@H](O)C2)n1,28,.,-4
CCCOC1CCCN(C(=O)CC(=O)Nc2ccc(C)cc2C)C1 (centres undefined),9,.,-2
CCOCCCN(CC(=O)N(Cc1ccc2c(c1)OCO2)Cc1ccco1)C(=O)CCC1CCCC1,.,-6,-5
COCCNC(=O)c1c(NC(=O)c2cccc([N+](=O)[O-])c2)sc2c1CCCC2,6,-1,0
CC(C)(C)Nc1nc(-c2cc(F)ccc2F)cs1,-2,.,-6
CSc1ccc(C(=O)NCCc2c[nH]c3ccc(O)cc23)c(-c2cccc(F)c2)c1,-8,.,-4

# Other compounds follow:
SMILES,NPYLR7 ag,mcGAS lum,hcGAS lum
CS(=O)(=O)N1CCCC(C(=O)c2cccc(Cl)c2)C1 (centres undefined),4,-8,-5
CCOc1ccc(NC(=O)CC2Nc3cccc4cccc(c34)NC2=O)cc1 (centres undefined),-3,.,-1
CCOc1ccc(S(=O)(=O)n2nc(C)c(S(=O)(=O)N3CCCC(C)C3)c2C)cc1 (centres undefined),3,.,2
Cc1csc(CC(=O)NNC(=O)CN(C)C(C)c2ccc(F)cc2)n1 (centres undefined),0,-7,-4
Cc1cccc(CN(C(=O)c2ccc(F)cc2)C2CCC(NC(=O)C3CCN(C(=O)Cc4ccccc4)CC3)CC2)c1 (centres undefined),14,-7,-2
Cc1ccc(CN(CCc2c[nH]c3ccccc23)C(=O)CN(C(=O)COCc2ccccc2)C(C)C)cc1,10,-2,1
O=C1C2C3C=CC(C3)C2C(=O)N1Cc1ccc2c(c1)OCO2 (centres undefined),-9,-5,-1
Cc1nc(NC(=O)N[C@@H]2CCCC[C@H]2c2ccccc2)nn1C,22,.,-6
c1ccc(-c2noc3nc(NC4CC4)ccc23)nc1,1,-5,-11
COCCOCCCCNc1cc(Cl)ccc1C#N,2,.,-9
CC(C)C1=NOC(C(=O)N2CCC(CCC(=O)N3CCN(c4ccccc4)CC3)CC2)C1 (centres undefined),6,.,-2
O=C(c1ccc(Cl)cc1Cl)N(Cc1ccco1)Cc1nc2cc(Cl)ccc2o1,1,-5,-5
Clc1ccc2oc(SCc3cn4cc(Cl)ccc4n3)nc2c1,5,.,-2
C=CCNC(=O)CN1CCN(C(=O)Cn2c(C)cc3ccccc32)CC1,4,-7,-3
O=C(NCc1ccc2c(c1)OCO2)c1cc(-c2ccccc2F)nn1-c1cccc(Cl)c1,.,-5,-9
Fc1ccc(C=NNC2=Nc3cccc4cccc2c34)cc1,-7,.,-6
COc1c(Cl)cc(NC(=O)NC(CCO)C2CC2)cc1Cl (centres undefined),1,-15,-6
Cc1cc(CN2CCC=C(CCNS(=O)(=O)C3CC3)C2)no1,-4,-13,-2
O[C@@H](c1cc(C(F)(F)F)nc2c(C(F)(F)F)cccc12)[C@H]1CCCCN1,-8,.,2
CS(=O)(=O)c1cnn2cc(CN3CCCC3c3ccc(F)cc3)cnc12 (centres undefined),-6,.,-4
CCn1ccnc1CN(C)c1cc(C2CCCNC2)nc(C)n1 (centres undefined),4&10,.,-7&2
COc1ccc(NC(=O)N2CCCN(c3nc(Cc4ccc(Cl)cc4)ns3)CC2)cc1,-5,-5,-14
CNc1c(N=Cc2ccncc2)c(=O)n(C)c(=O)n1C,0,.,-4
Cc1ccc(C(=O)C=Cc2ccc(N(C)C)cc2)o1,75*,.,-7
CNS(=O)(=O)c1ccc(CN2C[C@@H]3[C@@H]4CC[C@@H](C4)[C@@H]3C2)cc1,6,-15,-7
CC(NC(=O)c1cc(-c2ccc(F)cc2)n[nH]1)C1CCCO1 (centres undefined),2,.,-2
CCCOC(=NCCCN1CCOCC1)NC(=O)c1cccc(OC)c1,14,0,0
CC(C(=O)N1CCOc2c(O)cc(-c3nc4ccccc4s3)cc2C1)N(C)C (centres undefined),.,-10,-4
O=C(c1cc(-c2ccccc2)ns1)N1CCOC(c2ccccc2F)C1 (centres undefined),11,.,-8
CCC(=O)Nc1nnc(SCC(=O)c2ccc(F)cc2)s1,15,-6,-4
COc1ncc(C(=O)N(C)C(C)c2ccc(F)cc2)cn1 (centres undefined),-3,.,-7
Cc1ccccc1Cn1cc(C(=O)N(Cc2ccccc2)Cc2scnc2C)nn1,19,.,-8
CCc1nc(NC(=O)C2CCCN(C(=O)C3CC3)C2)sc1C (centres undefined),4,.,-3
Cc1cc(C(=O)N(C)C(C)c2nccs2)cc(S(N)(=O)=O)c1C (centres undefined),1,-9,-4
Cc1n[nH]c(C)c1CCNC(=O)C1CCC(=O)N(CCc2cccc(F)c2)C1 (centres undefined),21,-9,-8
c1ccc(C2CC(=NNc3nncc4ccccc34)c3ccccc3O2)cc1 (centres undefined),9,.,-4
O=C(NCCn1ccnc1)NCC1CCCO1 (centres undefined),15,.,-4
CCOC(=O)CN(C(=O)c1cc2ccccc2s1)[C@H]1[C@H](OC)[C@@H]2O[C@H]1c1ccccc12,-4,1,7
CCC(Oc1ccccc1)C(=O)N1CCC2(CCc3ccccc32)CC1 (centres undefined),8,.,-4
COC(=O)CCCN=Cc1c(O)[nH]c(=O)[nH]c1=O,0,-9,-8

# One compound at a time, from the list above. Screens in order: NPYLR7 ag	mcGAS lum	hcGAS lum
# Cc1ccccc1Cn1cc(C(=O)N(Cc2ccccc2)Cc2scnc2C)nn1 in the list: 19	.	-8
# COc1ncc(C(=O)N(C)C(C)c2ccc(F)cc2)cn1 (centres undefined) in the list: -3	.	-7
# CCOC(=O)CN(C(=O)c1cc2ccccc2s1)[C@H]1[C@H](OC)[C@@H]2O[C@H]1c1ccccc12 in the list: -4	1	7
# Cc1cc(C(=O)N(C)C(C)c2nccs2)cc(S(N)(=O)=O)c1C (centres undefined) in the list: 1	-9	-4
# CCC(Oc1ccccc1)C(=O)N1CCC2(CCc3ccccc32)CC1 (centres undefined) in the list: 8	.	-4

# Continued.
SMILES,NPYLR7 ag,mcGAS lum,hcGAS lum
Cc1ccc(OC2(C(=O)N3C[C@H](OC(C)C)[C@@H](O)C3)CCNCC2)cc1,-1,.,-5
Cc1ccc(C2c3cccn3CCCN2Cc2ccc(F)c(Cl)c2)cc1C (centres undefined),4,-6,-7
COC(=O)C(c1ccc(F)cc1Cl)C1C=CC(NC(=O)c2sc3ccccc3c2Cl)C1 (centres undefined),.,-10,-14
COc1ccc(C(=O)NCCNC(=O)[C@H]2CCCN2C(=O)c2ccc(F)cc2)cc1,2,-7,-7
CSc1nnc2c(n1)OC(C)Nc1ccccc1-2 (centres undefined),-1,-3,-15
O=C(/C=C/c1ccoc1)N1CCN(CC(=O)N2CCCC2)CC1,-2,-6,-1
CCOC(=O)NCc1ccc2[nH]c(C)cc2c1,2,-10,-7
CN(Cc1nc(-c2ccc3c(c2)OCO3)no1)C1CCCc2ccccc21 (centres undefined),17&-5,.,-8&-3
COc1ccc(-c2nn(-c3cccc(F)c3)c(OC(C)=O)c2-c2ccc(NC(=O)c3ccc(Cl)cc3)cc2)cc1OC,4,-5,-5
O=C(NN=Cc1ccc(Cl)cc1Cl)c1cnccn1,-2,-4,-6
O=C1NC(=O)N(c2ccc(Cl)cc2)C(=O)/C1=C/c1ccc(O)cc1,-1,.,-4
Cc1ccc(F)cc1NC(=O)Nc1cnn(CCN2CCOCC2)c1,2,4,0
NC(=O)CSCC(=O)NC(c1ccc(Cl)cc1)C1CCCC1 (centres undefined),-2,.,-12
Oc1cccc2ccc(C=Cc3ccccc3Br)nc12,5,.,-5
COC(Cn1ccnc1-c1ccc(S(C)(=O)=O)cc1)c1cccs1 (centres undefined),0,-2,-1
CS(=O)(=O)Nc1ccc(NC(=O)c2ccccc2SC(F)(F)F)cc1,9,.,-5
COc1ccc(CCNC(=O)N2CCc3nc(Nc4cc(C)cc(C)c4)ncc3C2)cc1OC,-7,-3,-4
COc1ccccc1-c1noc2nc(NCC3CCOCC3)ccc12,1,-6,-7
CCc1c(C(=O)COc2ccc(C(=O)NC3CC3)cc2)[nH]c(C)c1C(C)=O,-4,.,3
COc1ccc(NC(=O)C2CCN(c3c(C#N)cnc4ccc(C)cc34)CC2)c(OC)c1,-1,0,-1
CCCCCc1nc2cc(C)ccn2c1NC(C)(C)CC(C)(C)C,.,-3,-4

# Compounds were not picked by outcome (roughly 0.26% active in at least one column).
